PKA-R2B activ: activators of human PKA-R2B complex. P22694+P31323. PKA-R2B holoenzyme dissociation, Cy5-IP20 fluorescence polarization; R2B truncated from residue 108, S112A mutant; 0% DMSO only, 100% 113 µM cGMP. activation, % at 11.4 µM. actives 0.079% (n = 340,000);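 active = activation above a cutoff set at the mean over all compounds plus 3 SD, cut at about 18% in these data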;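 note: higher means more holoenzyme dissociation and a rise in polarization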
PKA-R1A act: activates the PKA-R1A holoenzyme complex; actives 0.083% (n = 340,000); PKA-R1A dissociation, Cy5-IP20 fluorescence polarization; scaled: DMSO 0%, 113 µM cGMP 100%; activation, % at 11.4 µM;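 active = percent activation above the mean of all tested compounds plus 3 SD, cut at about 19% in these data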;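 note: higher means more PKAc released from R1A so a rise in polarization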
SR-BI DiI-HDL act: activators of SR-BI mediated HDL lipid uptake | CHO ldlA[mSR-BI] cells, DiI-HDL uptake fluorescence, 3 h; 100 = double the neutral-control signal | actives 0.096% (n = 320,000) | activation, % at 12.5 µM;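 active = mean replicate activation of at least 60% and every replicate at or above 60%; inconclusive = mean or all-replicate condition met, but not both; inactive = mean below 60% and not all replicates reaching 60%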;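 note: 0% = median plate neutral-control signal and 100% = twice that signal; values of inactives mirror those of a sister screen read the other way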
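Test system: SR-BI-overexpressing, LDLR-lacking CHO cells; Also added: labelled HDL, 10 µg/mL; Measured by: bottom-read cell fluorescence after medium removal, ex 550/em 595 nm; Timing: 3 h uptake period with compound, 37 °C; Buffer or medium: F12, 0.5% BSA, 25 mM HEPES; Doses: single compound concentration, delivered by pin transfer.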
SR-BI DiI inh: inhibitors of mouse SR-BI mediated HDL lipid uptake; ldlA[mSR-BI] CHO cells, DiI-HDL uptake fluorescence, 3 h; inhibition, % at 12.5 µM; actives 0.96% (n = 320,000); AID 488896;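 active = mean replicate inhibition of at least 70% and a set share of replicates each scoring 70 or more; inconclusive = meets just one of the two criteria; inactive = fails both criteria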;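 note: 0% = median of neutral control wells and 100% = median of positive control wells; values of inactives mirror those of a sister screen read the other way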
Target sequence (Q61009 whole entry, looked up): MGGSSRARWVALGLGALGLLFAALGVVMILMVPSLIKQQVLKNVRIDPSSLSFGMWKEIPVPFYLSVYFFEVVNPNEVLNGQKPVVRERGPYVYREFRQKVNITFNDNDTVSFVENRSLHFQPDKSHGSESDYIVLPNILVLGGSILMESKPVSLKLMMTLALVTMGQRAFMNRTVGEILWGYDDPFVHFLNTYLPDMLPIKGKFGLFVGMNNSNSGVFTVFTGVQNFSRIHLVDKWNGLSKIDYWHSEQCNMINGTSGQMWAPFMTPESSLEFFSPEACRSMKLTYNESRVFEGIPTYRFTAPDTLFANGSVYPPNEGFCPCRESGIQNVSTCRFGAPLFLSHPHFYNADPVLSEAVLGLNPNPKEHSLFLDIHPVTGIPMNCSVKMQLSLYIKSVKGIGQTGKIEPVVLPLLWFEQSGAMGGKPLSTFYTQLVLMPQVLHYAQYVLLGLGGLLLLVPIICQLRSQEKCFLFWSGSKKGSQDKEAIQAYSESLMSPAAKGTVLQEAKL
Mot1-301 SUMO: blocks SUMOylation pathway, rescuing yeast Mot1-301 growth. actives 1% (n = 320,000). S. cerevisiae Mot1-301 growth rescue, ATP luminescence, 38.5C; percent above DMSO median, 100 means doubled. AID 2716. growth rescue, % at 18.8 µM;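 active = every valid replicate shows activation above 250% relative to neutral control wells; inactive = the rest, any valid replicate at or below 250%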;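 note: OY570 slx delta 5 strain wells were the positive control but not used for scaling; some compounds called inactive have numbers as strong as hits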
MITF act: MITF TRPM1 promoter activation in melanoma cells | SK-MEL-5 TRPM1-promoter luciferase, 24 h; % of positive control, neutral wells = 0 | actives 0.75% (n = 300,000) | AID 588334 | activation, % at 12.5 µM;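 active = mean activation of at least 80% with every replicate also reaching 80%; inconclusive = mean reaches 80% but some replicate falls short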;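 note: 0% = neutral control wells and 100% = parthenolide positive control wells; values of inactives mirror those of a sister screen read the other way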
DSG3 Ab inh: inhibitors of pemphigus antibody binding to human desmoglein-3; actives 0.48% (n = 310,000); AID 588358; P32926; binding (percent of control), % at 10 µM; DSG3-coupled beads, scFv-anti-DSG3-GFP binding, flow cytometry; active compounds read low;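 active = binding more than 3 SD below its plate's average and above zero; inconclusive = below that plate limit but binding exactly zero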;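 note: hits lower antibody fragment binding to DSG3; some compounds called inactive have numbers as strong as hits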
NSD2 inh: blocks human histone methyltransferase NSD2; NSD2 peptide methylation, AlphaScreen, 120 min; O96028; actives 0.54% (n = 310,000); inhibition, % at 12.5 µM; in the data active = inhibition above about 50%
dFosB act: activators of mouse delta FosB homodimer. P13346. purified delta FosB, TAMRA-CDK5 oligo fluorescence polarization; percent of positive-control signal above neutral wells. actives 0.99% (n = 340,000). activation, % at 25 µM;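 active = mean activation above about 17%, with every replicate also reaching it, limit read from the data, passing the limit was not always enough; inconclusive = only one of the two conditions met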;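 note: fluorescence polarization rise as delta FosB binds a TAMRA Cdk5 AP-1 oligo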
Target sequence (P13346 whole entry, looked up): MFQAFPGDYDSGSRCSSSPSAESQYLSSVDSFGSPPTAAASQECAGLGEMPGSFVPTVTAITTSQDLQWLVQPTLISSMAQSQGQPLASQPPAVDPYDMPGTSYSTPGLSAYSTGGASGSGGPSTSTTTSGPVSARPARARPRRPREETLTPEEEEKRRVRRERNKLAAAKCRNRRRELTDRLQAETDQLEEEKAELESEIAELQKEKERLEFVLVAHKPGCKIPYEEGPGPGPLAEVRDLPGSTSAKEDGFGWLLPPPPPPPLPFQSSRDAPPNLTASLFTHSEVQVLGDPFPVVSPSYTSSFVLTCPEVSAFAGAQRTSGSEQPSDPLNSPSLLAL
Arrestin-AP2 inh: blocks beta-arrestin peptide binding to AP2 adaptin. FITC-arrestin peptide / GST-AP2 beads, flow cytometry; AP2 beta2 appendage carries R879A mutation. inhibition, % at 10 µM. actives 0.31% (n = 340,000). AID 504490;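 active = inhibition above a set limit, near 3 SD of compounds lacking own fluorescence, cut at about 54% in these data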;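 note: plate controls were DMSO wells for no effect and 5 µM unlabelled arrestin peptide for full effect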
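test system = AP2 appendage R879A on GSH beads | buffer or medium = PBS plus Tween 20 (0.05%) and BSA (0.1%) | incubation = 12 min plus 1 h, RT | detection = bead flow cytometry, FITC channel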
CDK5 inh: inhibitors of human CDK5/p35 kinase. Q00535+Q15078. Recombinant CDK5/p35, ADP-Glo luminescence, 60 min. inhibition, % at 10 µM. actives 0.01% (n = 330,000). AID 488839;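 active = highest replicate inhibition of at least 50% and at least 75% of replicates reaching 50%; inconclusive = only one of the two criteria met; inactive = both criteria failed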;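 note: plate controls were DMSO neutral control for no effect and GW8510 at 10 µM for full effect; many of its hits are not listed in these tables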
* marks the source's active call; other numbers are inactive results; ? = inconclusive; . = no result given.

| dFosB act | NSD2 inh | MITF act | PKA-R2B activ | Arrestin-AP2 inh | DSG3 Ab inh | SR-BI DiI inh | Mot1-301 SUMO | SMILES | SR-BI DiI-HDL act | CDK5 inh | PKA-R1A act |
| --- | --- | --- | --- | --- | --- | --- | --- | --- | --- | --- | --- |
| -6 | -1 | -10 | -8 | 1 | 97 | -7 | 40 | CN1CC(c2ccccc2)C2(SC(=S)N(Cc3ccco3)C2=O)C12C(=O)Nc1ccccc12 (configuration not stated) | 7 | 2.4 | -3 |
| -3 | 3 | -13 | 6 | 3 | 108 | 26 | 2 | Cc1ccc(-c2nnc(N3CCN(c4ccccn4)CC3)c3ccccc23)cc1 | -26 | -0.3 | 9 |
| 0 | 6 | . | -1 | -4 | 99 | 1 | . | CCc1ccc(C2C(C(C)=O)=C(C(=O)OC)Nc3nnnn32)cc1 (configuration not stated) | -1 | 0.2 | -3 |
| -1 | 0 | 35 | -16 | -18 | 120 | 22 | -2 | S=C(NCCCN1CCOCC1)Nc1ccc(-c2nc3ccccc3[nH]2)cc1 | -22 | -1.8 | -3 |
| -12 | -1 | 2 | -8 | -4 | 90 | -2 | -11 | CC(C)Oc1ccc(CCC(=O)NNC(=S)Nc2ccccc2)cc1 | 2 | -1.0 | 4 |
| 4 | 3 | 7 | -3 | -52 | 101 | -21 | -5 | CCN1CCN(CC2CC3C=CC2C3)CC1 (configuration not stated) | 21 | -0.4 | -4 |
| -8 | 2 | 3 | 22* | 2 | 99 | -18 | 3 | CCC(=O)Nc1sc2c(c1C(N)=O)CCC2 | 18 | 5.2 | 4 |
| -1 | -1 | . | 6 | 17 | 102 | -7 | -6 | COc1ccc(C2=NOC(C(=O)NCc3ccccn3)C2)cc1 (configuration not stated) | 7 | -0.3 | 8 |
| -4 | 0 | -6 | -2 | 2 | . | 18 | 16 | COc1ccccc1N1CC(C(=O)NCC2COc3ccccc3O2)CC1=O (configuration not stated) | -18 | -0.4 | 3 |
| -3 | . | -6 | 2 | 13 | 111 | 36 | -26 | COc1cccc(COc2ccc3c(C)c(Cc4ccccc4)c(=O)oc3c2)c1 | -36 | -0.1 | 0 |
| -16 | -2 | 4 | -11 | -1 | . | 2 | -9 | COc1ccc(CCNC(=O)CCOc2ccc(C(C)(C)C)cc2)cc1OC | -2 | -4.0 | -17 |
| -10 | 5 | 5 | 6 | -9 | . | 4 | 8 | COc1ccc(CCN(C)C(=O)CCNS(=O)(=O)c2ccccc2C(F)(F)F)cc1OC | -4 | -2.6 | 13 |

Reformatted with two lines to a compound: part of the list above
Each structure is followed by: dFosB act, NSD2 inh, MITF act, PKA-R2B activ, Arrestin-AP2 inh, DSG3 Ab inh, SR-BI DiI inh, Mot1-301 SUMO, SR-BI DiI-HDL act, CDK5 inh, PKA-R1A act
CC(C)Oc1ccc(CCC(=O)NNC(=S)Nc2ccccc2)cc1
→ -12, -1, 2, -8, -4, 90, -2, -11, 2, -1.0, 4
CCN1CCN(CC2CC3C=CC2C3)CC1 (configuration not stated)
→ 4, 3, 7, -3, -52, 101, -21, -5, 21, -0.4, -4
CCC(=O)Nc1sc2c(c1C(N)=O)CCC2
→ -8, 2, 3, 22*, 2, 99, -18, 3, 18, 5.2, 4
COc1ccc(C2=NOC(C(=O)NCc3ccccn3)C2)cc1 (configuration not stated)
→ -1, -1, ., 6, 17, 102, -7, -6, 7, -0.3, 8
COc1ccccc1N1CC(C(=O)NCC2COc3ccccc3O2)CC1=O (configuration not stated)
→ -4, 0, -6, -2, 2, ., 18, 16, -18, -0.4, 3
COc1cccc(COc2ccc3c(C)c(Cc4ccccc4)c(=O)oc3c2)c1
→ -3, ., -6, 2, 13, 111, 36, -26, -36, -0.1, 0
COc1ccc(CCNC(=O)CCOc2ccc(C(C)(C)C)cc2)cc1OC
→ -16, -2, 4, -11, -1, ., 2, -9, -2, -4.0, -17
COc1ccc(CCN(C)C(=O)CCNS(=O)(=O)c2ccccc2C(F)(F)F)cc1OC
→ -10, 5, 5, 6, -9, ., 4, 8, -4, -2.6, 13

Later entries
| dFosB act | NSD2 inh | MITF act | PKA-R2B activ | Arrestin-AP2 inh | DSG3 Ab inh | SR-BI DiI inh | Mot1-301 SUMO | SMILES | SR-BI DiI-HDL act | CDK5 inh | PKA-R1A act |
| --- | --- | --- | --- | --- | --- | --- | --- | --- | --- | --- | --- |
| -17 | 1 | 25 | -4 | 15 | 105 | -1 | 7 | COc1cc(C(=O)NNC(=O)c2ccc3ccccc3n2)cc(OC)c1OC | 1 | 1.7 | -7 |
| -5 | 1 | . | 6 | 1 | 112 | . | -11 | CCN(CC(=O)NCc1ccc(F)cc1)C(=O)CN1CCN(c2ccccc2OC)CC1 | . | -9.3 | 6 |
| -5 | . | 14 | -2 | 14 | 102 | -23 | -21 | NC(=O)C1CCN(c2nc(-c3ccc4ccccc4c3)cs2)CC1 | 23 | 1.9 | -5 |
| -9 | . | -5 | -1 | 24 | 103 | -15 | 136 | COc1ccccc1C(=O)N1CCNC(=O)C1CC(=O)Nc1cccc(C)c1 (configuration not stated) | 15 | -2.2 | -2 |
| -2 | 0 | -13 | 4 | -7 | 98 | -4 | 8 | NS(=O)(=O)c1ccc(NC(=S)N2CCN(c3cccc(Cl)c3)CC2)cc1 | 4 | 1.0 | -7 |
| -7 | -1 | . | -5 | 13 | 115 | -18 | -19 | O=C(NCCCCCCNC(=O)c1ccncc1)c1ccncc1 | 18 | -2.2 | 6 |
| -8 | 2 | -4 | 6 | -15 | 91 | 2 | . | Cc1ccc(/C([O-])=C(/C(=S)NCc2ccccc2)[n+]2cccc(CO)c2)cc1[N+](=O)[O-] | -2 | 0.0 | 1 |
| -6 | 6 | 2 | -11 | -11 | 105 | -3 | 13 | C(=N\N1CCN(Cc2cccc3ccccc23)CC1)/c1cccs1 | 3 | -1.5 | -1 |
| 3 | -2 | 8 | -2 | -6 | 112 | -3 | -13 | Cc1cc(NC(=O)CSc2nnc(COc3ccccc3)o2)no1 | 3 | 0.7 | 0 |
| -1 | 4 | 15 | 0 | 2 | . | 2 | -10 | CCCc1c(C(=O)N/N=C/c2cccs2)nnn1-c1nonc1N | -2 | 0.7 | 2 |
| -2 | -2 | . | 15 | 4 | 103 | -16 | 6 | O=C(COc1ccc(Br)cc1)OCc1nnc(-c2ccccc2)o1 | 16 | 1.3 | -2 |
| 4 | -2 | 18 | -13 | 30 | . | -8 | . | COCC1CCN(C(=O)C2CCC(=O)N(Cc3cccc(C(F)(F)F)c3)C2)CC1 (configuration not stated) | 8 | 0.5 | -5 |
| -15 | 2 | -4 | 11 | -5 | 88 | 33 | -10 | CSCCC(NC(=O)c1ccc([N+](=O)[O-])cc1Cl)C(=O)OCC(=O)C12CC3CC(CC(C3)C1)C2 (configuration not stated) | -33 | -1.6 | -6 |
| -12 | 5 | 9 | 5 | -9 | 99 | 3 | -24 | COc1ccc(OC)c(CCNC(=O)Cn2cccc2C(=O)c2ccccc2C)c1 | -3 | 1.0 | -3 |
| 61* | -1 | 19 | -6 | 8 | 101 | 27 | 6 | COc1ccc2oc(C(=O)Nc3nc4ccc(S(C)(=O)=O)cc4s3)c(C)c2c1 | -27 | -0.3 | -7 |
| -14 | . | -4 | -5 | 0 | 102 | 1 | 6 | CCO[C@H]1OC(C(=O)NCc2ccccc2)=C[C@@H](c2ccc(C(F)(F)F)cc2)[C@@H]1CCCO | -1 | -0.2 | -4 |
| -1 | -2 | -10 | -11 | 4 | 112 | -5 | 337 | CCCc1cc(=O)oc2c(C)c3occ(C)c3cc12 | 5 | 1.1 | -3 |
| -1 | . | 0 | 1 | -5 | 97 | -19 | -8 | Cc1n[nH]c(C)c1S(=O)(=O)N1CCCC(C(=O)NCC2COc3ccccc3O2)C1 (configuration not stated) | 19 | -0.3 | -6 |
| -14 | . | ? | 1 | -11 | 101 | -3 | 30 | c1ccc(-n2nnc(-c3nccs3)n2)cc1 | 3 | 0.6 | -8 |
| -5 | -3 | 31 | -3 | 27 | 119 | 64 | -1 | Cc1ccc(/C=C2/Sc3ccccc3N(CC(=O)NCCCOC(C)C)C2=O)cc1 | -64 | -2.0 | 6 |
| 4 | 1 | 13 | -9 | 9 | 103 | 7 | 4 | O=C(CCc1ccccc1)NC(=S)Nc1ccc2c(c1)C(=O)OC2 | -7 | -2.6 | 10 |
| -3 | 42 | -17 | -5 | 5 | 97 | -3 | -1 | COC1=C(N2CCOCC2)C(=O)c2ccccc2C1=O | 3 | 2.1 | 1 |
| -7 | 2 | -13 | 0 | 3 | 102 | 48 | 5 | O=C(N1CCCCC1)N1CCN(C(=O)N(c2ccccc2)c2ccccc2)CC1 | -48 | -3.4 | -3 |
| -2 | -3 | -13 | 2 | -3 | 83 | -7 | 18 | CN1C(=O)Cc2cc(S(=O)(=O)N3CCN(c4cccc(C(F)(F)F)c4)CC3)ccc21 | 7 | 0.0 | 7 |
| 0 | -2 | -6 | 4 | -2 | 123 | -23 | 9 | O=C(Cc1cccc(C(F)(F)F)c1)NCc1ccc(Cl)cc1 | 23 | -1.2 | -4 |
| -2 | . | -96 | 0 | 8 | 111 | -18 | -1 | CCCCC1C(=O)N(c2ccccc2)N(c2ccc(O)cc2)C1=O (configuration not stated) | 18 | 1.5 | 0 |
| -10 | -1 | -9 | -9 | -1 | . | 13 | -2 | O=S(=O)(Cc1nnnn1-c1ccc(Br)cc1)c1ccc(F)cc1 | -13 | 0.0 | 2 |
| 0 | -4 | 1 | -12 | -2 | 103 | -31 | 2 | Cc1ccn2c(=O)nc(SCC(=O)Nc3ccc4c(c3)OCO4)nc2c1 | 31 | 0.7 | 2 |
| -4 | 0 | 12 | 3 | 12 | 126 | -8 | 178 | CN(C)C(=O)C(OC(=O)c1ccc2ccccc2n1)c1ccccc1 (configuration not stated) | 8 | -0.7 | 0 |
| 3 | 1 | 5 | -11 | -9 | . | -19 | -8 | N#Cc1ccccc1S(=O)(=O)N1CCN(C(=O)C2CCCCC2)CC1 | 19 | 0.1 | 3 |

Compound activity as filed in PubChem BioAssay.
